Bcl-W Bim block – human Bim-Bcl-W interaction inhibition; Q92843; bead-based flow cytometry, Bim peptide-Bcl-W binding; inhibition, % at 10 µM; 190,000 tested, 0.02% active;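 note: 0% = bound tracer without compound and 100% = peptide blocker; higher means less fluorescent Bim peptide bound to Bcl-W beads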
RGS4-Gao reg – modulates binding of RGS4 to human Galphao | Multiplexed bead flow cytometry; actives lie on both sides | 220,000 tested, 0.33% active | AID 1415 | P09471 | binding response (% of control), % at 10 µM; in the data active = binding response below about 49% or above about 150%; inactive = in between;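 note: fluorescent Galphao activated with aluminum fluoride binding bead-coupled RGS4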
RGS8-Gao reg – human RGS8-Galphao interaction regulation; P09471; multiplexed bead flow cytometry, RGS8-Galphao binding; actives lie on both sides; response (percent of control binding), % at 10 µM; 220,000 tested, 0.34% active; in the data active = response below about 60% or above about 140%; inactive = in between;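 note: Galphao activated as the GDP aluminium fluoride complex binding bead-coupled RGS8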
Bim-Mcl-1 – human Bim-Mcl-1 interaction inhibition; Q07820; inhibition, % at 10 µM; Bead-based flow cytometry, Bim peptide-Mcl-1 binding; 190,000 tested, 0.1% active;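 note: 0% = no compound tracer wells and 100% = peptide blocker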
Target sequence (Q07820 whole entry, looked up): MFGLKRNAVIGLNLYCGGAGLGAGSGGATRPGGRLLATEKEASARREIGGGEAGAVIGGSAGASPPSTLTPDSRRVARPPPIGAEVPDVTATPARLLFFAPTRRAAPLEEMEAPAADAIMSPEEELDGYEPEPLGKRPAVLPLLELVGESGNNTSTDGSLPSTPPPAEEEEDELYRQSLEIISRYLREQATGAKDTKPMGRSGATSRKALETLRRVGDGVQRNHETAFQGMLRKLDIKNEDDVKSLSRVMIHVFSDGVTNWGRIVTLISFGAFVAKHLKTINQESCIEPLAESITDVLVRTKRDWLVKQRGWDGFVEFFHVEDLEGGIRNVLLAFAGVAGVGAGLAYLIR
Bcl-2 Bim block – human Bim-Bcl-2 interaction inhibition; P10415; Bead-based flow cytometry, Bim peptide-Bcl-2 binding; inhibition, % at 10 µM; 190,000 tested, 0.06% active; in the data active = inhibition above about 40%; inconclusive = no clear call, values can overlap the other calls;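 note: 0% = no compound wells with probe peptide and 100% = reference peptide inhibitor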
Target sequence (P10415 whole entry, looked up): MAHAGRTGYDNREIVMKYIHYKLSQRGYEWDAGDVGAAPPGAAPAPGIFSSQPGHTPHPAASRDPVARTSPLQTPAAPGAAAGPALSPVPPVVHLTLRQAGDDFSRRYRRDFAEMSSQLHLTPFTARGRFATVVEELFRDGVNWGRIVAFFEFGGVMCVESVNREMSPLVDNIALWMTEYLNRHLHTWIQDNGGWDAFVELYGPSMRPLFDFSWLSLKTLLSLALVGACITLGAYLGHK
RGS7-Gao reg – modulates binding of RGS7 to human Galphao; P09471; 220,000 tested, 0.35% active; Multiplexed bead flow cytometry; actives lie on both sides; binding response (% of control), % at 10 µM; in the data active = binding response below about 49% or above about 150%; inconclusive = no clear call, values can overlap the other calls; inactive = in between;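 note: fluorescent Galphao held in activated GDP-AlF4 state binding bead-coupled RGS7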
Bfl-1 Bim block – human Bim-Bfl-1 interaction inhibition. Q16548. Bead-based flow cytometry, Bim-Bfl-1 binding inhibition. inhibition, % at 10 µM. 190,000 tested, 0.12% active. AID 1008;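 note: 0% = wells without compound plus tracer and 100% = blocker peptide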
GSH fluor – compound fluoresces at 488/530 nm on GSH beads | AID 1776 | 190,000 tested, 0.25% active | fluorescence (KMESF) at 10 µM | GSH beads flow cytometry, compound fluorescence 488/530 nm; stronger effect = higher value; in the data active = fluorescence above about 89;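 note: glutathione beads carrying GST-tagged Bcl family fusion proteins plus one bare bead set; values are compound well signal with DMSO vehicle wells as background; inactives centre near 16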
Bim-Bcl-XL – human Bim-Bcl-XL interaction inhibition | 190,000 tested, 0.04% active | inhibition, % at 10 µM | Bim peptide-Bcl-XL binding, bead flow cytometry, fluorescence | Q07817
Mcl1-Bid inh – Mcl-1/Bid interaction inhibition | Q07820 | TR-FRET Mcl-1/Bid-Dy647 peptide binding, 1536-well | inhibition, % at 21.7 µM | 220,000 tested, 0.97% active | AID 1021;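 active = compounds that cut the binding signal by more than half at the single screening dose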;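 note: His-tagged Mcl-1 with europium anti-His antibody binding Bid BH3 peptide; 0% = Mcl-1 plus peptide wells and 100% = peptide-only wells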
Bim-Bcl-B – disrupts Bim peptide binding to human Bcl-B; Q9HD36; bead-based flow cytometry; inhibition, % at 10 µM; 190,000 tested, 0.073% active; AID 951;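 note: 0% = tracer peptide without compound and 100% = reference inhibitor peptide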
Target sequence (Q9HD36 whole entry, looked up): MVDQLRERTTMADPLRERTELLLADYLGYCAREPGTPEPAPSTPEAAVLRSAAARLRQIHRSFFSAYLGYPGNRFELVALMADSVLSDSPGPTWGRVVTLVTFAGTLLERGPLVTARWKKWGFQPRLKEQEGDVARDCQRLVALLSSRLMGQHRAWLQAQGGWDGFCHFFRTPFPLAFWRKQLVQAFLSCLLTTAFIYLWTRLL
Starred values were filed as active, the others as inactive; ? = inconclusive; [ ] = remark or other dose. Cut-off read from the data, not from the text of the source, unless noted: active = inhibition above about 40%.

Sample of the layout, 3 compounds:
SMILES	Bcl-W Bim block	RGS4-Gao reg	RGS8-Gao reg	Bim-Mcl-1	Bcl-2 Bim block	RGS7-Gao reg	Bfl-1 Bim block	GSH fluor	Bim-Bcl-XL	Mcl1-Bid inh	Bim-Bcl-B
COc1cc(NC(=O)CSc2ccc3c(c2)OCCO3)cc(OC)c1OC	0	101	98	-2	-2	104	-2	17	0	-21	0
COc1ccc(C(=O)Nc2ccccc2C(=O)NC(Cc2ccc(O)cc2)C(=O)NNC(=O)c2ccccc2Cl)cc1 (stereo not drawn)	-2	106	103	-2	-2	107	0	10	-5	-56	-5
CCCCC(=O)Nc1ccc(C(=O)NCCCn2ccnc2)cc1	0	110	102	0	-1	108	-2	19	-1	1	0

Main list, previewed entries included:
SMILES	Bcl-W Bim block	RGS4-Gao reg	RGS8-Gao reg	Bim-Mcl-1	Bcl-2 Bim block	RGS7-Gao reg	Bfl-1 Bim block	GSH fluor	Bim-Bcl-XL	Mcl1-Bid inh	Bim-Bcl-B
COc1cc(NC(=O)CSc2ccc3c(c2)OCCO3)cc(OC)c1OC	0	101	98	-2	-2	104	-2	17	0	-21	0
COc1ccc(C(=O)Nc2ccccc2C(=O)NC(Cc2ccc(O)cc2)C(=O)NNC(=O)c2ccccc2Cl)cc1 (stereo not drawn)	-2	106	103	-2	-2	107	0	10	-5	-56	-5
CCCCC(=O)Nc1ccc(C(=O)NCCCn2ccnc2)cc1	0	110	102	0	-1	108	-2	19	-1	1	0
c1ccc(-n2nnnc2-n2ccnc2)cc1	-2	104	108	-2	-14	107	-17	34	-2	-21	-11
Nc1ccc(-c2ccc(C(=O)O)s2)cn1	-3	101	99	-2	-5	100	-6	20	-3	16	-8
Cc1cccc(NC(=O)CN2C(=O)NC(Cc3ccccc3)C2=O)c1 (stereo not drawn)	10	109	123	5	7	104	6	55	12	-35	8
O=C(N/C(=C/c1ccc2c(c1)OCO2)C(=O)N1CCOCC1)c1cccs1	0	102	103	0	0	102	0	19	0	-5	1
CCOC(=O)C1CCN(Cc2cccc(OC)c2)CC1	0	97	101	1	-8	98	-9	29	-5	39	-6
CC(=O)/C(N=Nc1c(C)n(C)n(-c2ccccc2)c1=O)=C(\C)O	-3	117	114	-1	2	?	-4	11	-3	-46	-3
CCOc1cc(CNc2nn[nH]n2)ccc1OCC(=O)NC(C)(C)C	2	97	99	-2	-2	95	-1	23	3	-3	-1
Cc1csc(SCC(=O)NC(=O)C2CCCCC2)n1	-2	108	105	0	-2	?	-4	11	-1	-24	-5
C=CCc1cc(Cl)ccc1OCCOCCNC(C)(C)C	-1	108	108	-3	-4	103	-8	24	-3	5	-3
O=C(COC(=O)CNC(=O)c1ccccc1F)Nc1cccc(S(=O)(=O)N2CCCCCC2)c1	0	100	101	-1	-1	100	-2	12	-3	-9	-1
COc1ccc(CNC(=O)C2CSC(c3ccc(OC)cc3)N2C(C)=O)cc1 (stereo not drawn)	-2	106	70	0	-5	217*[activator]	-8	28	-2	-6	-8
CC(=O)Oc1cccc(N2C(=O)c3ccccc3C2=O)c1	-3	102	109	-3	-6	102	-2	7	-8	-16	-7
CCOC(=O)c1cccnc1SCC(=O)N(C)c1ccccc1	-4	101	102	-3	-14	97	-19	22	-11	6	-11
O=C1OC(c2ccc(Cl)cc2)/C(=C(/O)c2ccccc2)C1=O (stereo not drawn)	-2	99	98	-2	0	100	0	28	-1	0	-4
O=C(NCc1ccccc1Cl)C1CCC(CNc2c(N3CCCCC3)c(=O)c2=O)CC1 (stereo not drawn)	2	115	102	3	3	107	1	10	0	-16	1
CC(C)(C)N=C1NC(=NC(C)(C)C)c2ccccc21	-2	97	99	0	0	102	-2	20	0	-8	-5
CCN(CC)S(=O)(=O)c1ccc(OC)c(NS(=O)(=O)c2cccc(C(=O)O)c2)c1	-5	102	103	-4	-5	?	-3	15	-5	-11	-2
CCCn1c(SCC(=O)N2CCN(C(=O)c3ccco3)CC2)nc2ccccc2c1=O	2	99	105	3	0	99	-4	11	-2	-24	-4
Cc1cc(Nc2c(C)cccc2C)n2nc(C)nc2n1	0	104	103	-5	0	99	-1	14	-1	9	-2
CS(=O)(=O)N1CCN(CC2CC3C=CC2C3)CC1 (stereo not drawn)	0	104	104	-5	-13	101	-13	34	-19	49	-9
CC(C)c1ccc(C(C(=O)NC2CCCC2)N(C(=O)CNC(=O)c2ccco2)c2cccnc2)cc1 (stereo not drawn)	-1	100	101	-4	-5	99	-6	18	-4	-13	-4
COc1ccc(N=C2S/C(=C\c3cc(C)n(C)c3C)C(=O)N2C)cc1	6	101	100	0	2	101	12	9	1	-99	1
CCNC(=O)c1ccc(C2SCC(=O)N2Cc2ccco2)cc1 (stereo not drawn)	-1	92	98	-1	0	95	-2	11	-1	-30	0
CCOC(=O)Nc1nc(-c2ccc(Cl)cc2Cl)cs1	-6	99	106	-4	-4	99	0	21	-5	-6	-8
CCCCNC(=O)/C(C#N)=C/c1ccc2c(c1)OCCO2	-5	114	104	-4	-5	111	-2	11	-7	15	-9
Clc1ccc(-c2noc(CN3CCCC3)n2)cc1	-1	100	99	-2	-6	98	-11	29	-18	-25	-5
CN1C(=O)C(O)(CC(=O)c2ccc3c(c2)OCO3)c2ccccc21 (stereo not drawn)	1	97	101	1	-8	100	-12	36	-8	-3	0

Some of these compounds in order of the RGS8-Gao reg value, falling.
SMILES	Bcl-W Bim block	RGS4-Gao reg	RGS8-Gao reg	Bim-Mcl-1	Bcl-2 Bim block	RGS7-Gao reg	Bfl-1 Bim block	GSH fluor	Bim-Bcl-XL	Mcl1-Bid inh	Bim-Bcl-B
CCOC(=O)Nc1nc(-c2ccc(Cl)cc2Cl)cs1	-6	99	106	-4	-4	99	0	21	-5	-6	-8
CS(=O)(=O)N1CCN(CC2CC3C=CC2C3)CC1 (stereo not drawn)	0	104	104	-5	-13	101	-13	34	-19	49	-9
COc1ccc(N=C2S/C(=C\c3cc(C)n(C)c3C)C(=O)N2C)cc1	6	101	100	0	2	101	12	9	1	-99	1

The listing continues.
SMILES	Bcl-W Bim block	RGS4-Gao reg	RGS8-Gao reg	Bim-Mcl-1	Bcl-2 Bim block	RGS7-Gao reg	Bfl-1 Bim block	GSH fluor	Bim-Bcl-XL	Mcl1-Bid inh	Bim-Bcl-B
O=C(Nc1nnc(CCS(=O)(=O)c2ccc(Br)cc2)s1)c1ccc([N+](=O)[O-])cc1	-1	93	103	-4	1	100	-3	7	0	-2	0
CCC(C)N1C(=O)C2C(C(=O)Nc3cccc(OC)c3)C3C=CC2(O3)C1C(=O)NC1CCCCC1C (stereo not drawn)	3	81	93	3	0	89	0	5	0	-44	1
Clc1ccc(CSc2ncnc3nc[nH]c23)cc1	2	100	100	1	8	97	6	7	1	8	0
Cc1ccc(S(=O)(=O)N(C)C)cc1NC(=S)N1CCCCC1CO (stereo not drawn)	-1	106	103	-3	-1	104	0	11	-2	-37	-2
COc1cc(/C=N/N=C(N)N)ccc1OCc1ccc(Cl)cc1	7	112	112	3	6	?	2	8	3	-13	3
O=C(COC(=O)c1ccccn1)c1ccc(Br)cc1	0	101	104	-2	-10	101	-15	21	-5	-31	-6
Clc1ccc(CSc2nnc(NC3=NCCCCC3)s2)cc1	-3	99	102	-5	-12	101	-17	42	-7	-4	-10
CCN1C(=O)C(CC(=O)NC2CCCCC2)N(CC)C1=O (stereo not drawn)	-1	100	100	0	-2	99	0	10	-1	-2	-4
O=C(c1ccccc1)c1cc2ccccc2o1	-1	113	94	0	-4	106	-8	25	0	10	-5
O=C(c1ccc(CS(=O)(=O)c2ccc(Br)cc2)o1)N1CCN(c2ccccn2)CC1	1	99	97	0	-8	129	-9	25	-4	-32	-10
CCOc1ccc(N=C(NN)c2ccc3ccccc3n2)cc1	-5	100	99	-11	-1	113	8	9	-6	-42	-23
CC(Sc1n[nH]c(N)n1)c1nc2scc(-c3cccs3)c2c(=O)[nH]1 (stereo not drawn)	0	101	102	-3	-1	102	-1	16	-1	-11	0
CC(C)(C)n1nc2c(c1NC(=O)c1ccccc1)CS(=O)(=O)C2	-3	102	100	-2	1	101	-4	12	-3	-5	-2
Cc1ccc(SCc2[nH]nc3c2C2(C(=O)Nc4ccc([N+](=O)[O-])cc42)C(C#N)=C(N)O3)cc1 (stereo not drawn)	0	99	96	0	-1	100	1	16	3	-14	-1
CCc1ccc(NC(=O)CCc2nc3cccnc3n2Cc2ccc(OC)cc2)cc1	0	96	94	0	0	98	-2	38	11	7	-4
O=C(CNC(=O)c1ccccc1F)OCc1nc2ccccc2s1	-1	103	101	1	4	102	0	17	0	-8	-5
Cc1ccc2[nH]c(=O)c(CN(Cc3ccccc3)C(=S)NCCCN(C)C)cc2c1	-4	113	106	-6	-5	106	0	11	-9	-22	-8
CCCN(C(=O)Cc1nc(N)n[nH]1)C1(C(=O)Nc2ccccc2C)CCCCC1	1	98	98	-2	-2	95	-5	31	-5	-14	-1
CC(C)[C@H](NC(=O)c1ccccc1Cl)C(=O)OCc1cc([N+](=O)[O-])cc2c1OCOC2	19	103	121	12	11	105	18	14	13	-13	4
Cc1ccc(-c2nc(SCC(=O)Nc3cc(S(=O)(=O)N4CCCCC4)ccc3Cl)n[nH]2)cc1	0	96	98	-2	-6	93	-5	9	-1	-13	-1
COc1ccc(NC(=O)CSc2ncnc3c2cnn3Cc2ccccc2)cc1OC	0	99	101	-2	-8	102	-12	31	-4	-2	-7
COc1ccc(-c2nn(-c3ccccc3)cc2CNC(=O)c2cccc([N+](=O)[O-])c2)cc1	-4	101	99	-9	0	100	0	11	-9	-5	-3
O=S(=O)(N1CCCCC1)N1CCN(CC(O)COc2ccc3cc(Br)ccc3c2)CC1 (stereo not drawn)	0	98	96	-1	0	96	-1	11	-2	-20	-2
COC(=O)c1ccc(NC(=O)COc2ccc(S(=O)(=O)NC(C)(C)C)cc2)cc1	-1	107	109	-2	-3	104	-6	8	-4	-2	-8
CC1(C)C=C(c2ccc(C=O)s2)CC(C)(C)N1	2	101	103	0	-4	97	-10	55	1	1	-2

Rows are unselected; 1.8% or so of the library scored in one or more.
